Source: PubChem BioAssay (National Center for Advancing Translational Sciences (NCATS))
GRP78 ERSR act – ER stress response induction in glioma. U87-MG GRP78 promoter luciferase reporter, 16 h. Potency, µM, inactives show at the top dose activation, most hits filed as activators. 420,000 compounds, 0.02% hits; also: potency is read from the fitted curve at half-maximal effect; series mostly up to about 76 µM; % of control where 0% means no effect; nearly all actives have a fitted effect of over 35% in size
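ERSR induction read as luciferase luminescence (Bright-Glo, 10 min at room temperature) in stably transfected human U87-MG glioma cells exposed to compounds for 16 h, using GRP78 as sensor.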
rTrxR1 inhibitor – inhibitors of rat thioredoxin reductase 1; O89049; recombinant rTrxR1, NADPH fluorescence consumption, selenite substrate; Potency, µM (top dose mostly 114 µM), inactives show at the highest dose activity change, negative = inhibition, actives largely listed as inhibitors; 390,000 compounds, 1% hits; AID 588453; also: potency is read from the fitted curve at half-maximal effect; % is scaled to controls: 0 for no effect and ±100 for the full control effect; nearly all actives have a fitted effect of over 65% in size
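Rat TrxR1 (90 nM in the dispensed reagent) was pre-reduced with 400 uM NADPH for 5 min at room temperature, then incubated with compound for 15 min. After 400 uM selenite was added, NADPH fluorescence (Ex 340/Em 450 nm) was followed for 8 min.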
TrxR1 substrate – is turned over as a substrate by rat TrxR1; purified TrxR1 substrate turnover, NADPH consumption readout; Potency, µM (top dose mostly 114 µM), for inactives: at the highest dose activity change, negative = substrate turnover; 390,000 compounds, 0.01% hits; AID 588456; also: potency is read from the fitted curve at half-maximal effect; % is scaled to controls: 0 for no effect and ±100 for the full control effect; nearly all actives have a fitted effect of over 50% in size
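Rat TrxR1, dispensed at 90 nM, was prereduced with 400 uM NADPH (final) for 5 min at ~22 deg C, then incubated with compound 15 min before 400 uM selenite. A first-read NADPH fluorescence drop versus no-compound background flagged substrates.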
RGS4 inhibitor – blocks human RGS4-accelerated GTP hydrolysis | P49798 | Transcreener GDP fluorescence polarization, RGS4-accelerated GTP hydrolysis | Potency, µM (highest dose often 114 µM), for inactives: at the top dose activity change, negative = inhibition, hits mostly inhibitors | 390,000 compounds, 0.039% hits; also: potency is read from the fitted curve at half-maximal effect; % is scaled to controls: 0 for no effect and ±100 for the full control effect; nearly all actives have a fitted effect of over 75% in size; some results filed as inactive show a strong effect at the top dose
Target sequence (P49798 whole entry, looked up): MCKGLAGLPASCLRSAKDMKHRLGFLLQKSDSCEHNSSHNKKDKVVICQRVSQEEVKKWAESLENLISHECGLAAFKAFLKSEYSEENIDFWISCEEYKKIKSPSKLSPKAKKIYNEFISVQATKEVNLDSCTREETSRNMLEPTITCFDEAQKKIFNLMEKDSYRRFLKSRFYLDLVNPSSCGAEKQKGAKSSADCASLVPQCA
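MLSMR compounds (23 nl, pin-transferred) preincubated 10 min at room temperature with a 500nM (2x) first reagent, then RGS4 at 900nM (2x) plus Transcreener GDP mix added; fluorescence polarization (620/688 nm) read before and after 90 min at 30 °C.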
mIDH1 inhibitor – human IDH1 R132H inhibition. O75874. IDH1-R132H enzyme, NADPH consumption, diaphorase/resazurin fluorescence. Potency, µM (doses to about 76.6 µM), for inactives: at the highest dose activity change, negative = inhibition, usual class: inhibitors. 390,000 compounds, 0.093% hits. AID 602179; also: potency is read from the fitted curve at half-maximal effect; % is scaled to controls: 0 for no effect and ±100 for the full control effect; nearly all actives have a fitted effect of over 65% in size
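IDH1-R132H (0.5 ug/mL) preincubated 30 min with compound, then NADPH (0.016 mM) and alpha-KG (2 mM) added; 80 min at RT, pH 7.5. Remaining NADPH coupled via diaphorase/resazurin to fluorescence (540/590 nm); concentration-response curves normalized to no-enzyme control.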
LDHA inh – inhibitors of human lactate dehydrogenase A; P00338; activity change, % (values are at about 110 or 230 µM); purified LDHA, NADH/diaphorase-resazurin fluorescence; stronger effect = lower value; 480,000 compounds, 0.15% hits; in the data active = activity change below about -30%; inconclusive = mostly about -25% to -30%;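 also: plate controls were DMSO wells for no effect and wells without enzyme for full effect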
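Human LDH5 (2 nM) was incubated with 0.06 mM NADH and 0.2 mM pyruvate for 5 min at room temperature in Tris pH 7.4. Remaining NADH was coupled through diaphorase/resazurin, and resorufin fluorescence was read at 0 and 20 min.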
USP1-UAF1 inh – blocks the human USP1/UAF1 deubiquitinase complex. 390,000 compounds, 0.23% hits. recombinant USP1/UAF1, Ub-Rhodamine cleavage fluorescence. Potency, µM (doses to about 57.1 µM), for the others: at the highest dose activity change, negative = inhibition, usual class: inhibitors. O94782; also: potency is read from the fitted curve at half-maximal effect; % is scaled to controls: 0 for no effect and ±100 for the full control effect; nearly all actives have a fitted effect of over 60% in size; inactives centre near -12
Target sequence (O94782 whole entry, looked up): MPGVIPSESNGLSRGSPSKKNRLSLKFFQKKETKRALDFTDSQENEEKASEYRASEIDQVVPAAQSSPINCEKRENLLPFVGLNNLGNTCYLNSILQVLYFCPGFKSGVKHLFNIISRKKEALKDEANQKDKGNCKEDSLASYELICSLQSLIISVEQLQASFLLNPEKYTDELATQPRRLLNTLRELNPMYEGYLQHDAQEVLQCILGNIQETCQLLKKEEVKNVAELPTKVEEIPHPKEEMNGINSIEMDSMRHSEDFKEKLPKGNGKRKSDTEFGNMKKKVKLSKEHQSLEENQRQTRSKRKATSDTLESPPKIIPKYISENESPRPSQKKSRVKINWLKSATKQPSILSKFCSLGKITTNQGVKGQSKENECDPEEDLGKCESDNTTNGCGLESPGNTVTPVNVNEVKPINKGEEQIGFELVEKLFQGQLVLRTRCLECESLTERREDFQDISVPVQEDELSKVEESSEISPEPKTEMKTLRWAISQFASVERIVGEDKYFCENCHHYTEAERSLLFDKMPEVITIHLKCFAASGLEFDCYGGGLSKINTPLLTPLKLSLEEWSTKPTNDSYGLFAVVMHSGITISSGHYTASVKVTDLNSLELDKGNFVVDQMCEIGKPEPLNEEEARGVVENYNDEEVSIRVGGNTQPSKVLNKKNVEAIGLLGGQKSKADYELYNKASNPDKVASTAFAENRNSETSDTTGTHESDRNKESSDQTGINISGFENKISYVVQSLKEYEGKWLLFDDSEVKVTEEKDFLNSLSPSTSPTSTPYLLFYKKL
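USP1/UAF1 complex (1 nM) preincubated 15 min at room temperature with compound, then Ub-Rho substrate (150 nM final) added. Kinetic fluorescence at 480/540 nm over 6 reads at 60 s intervals; 50 mM HEPES pH 7.8, 0.5 mM EDTA, 0.1 mg/ml BSA, 1 mM TCEP, 0.01% Tween-20.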
Vif-APOBEC3F blk – Vif-A3F binding inhibition. Potency, µM (titrated, usually from 46.1 µM), for the others: at the top dose activity, negative = active. AID 602313. HeLa A3F-eYFP + Vif (tagged APOBEC3F with the HIV-1 protein that degrades it), YFP fluorescence increase. 390,000 compounds, 0.2% hits; also: potency is read from the fitted curve at half-maximal effect; % of control where 0% means no effect; nearly all actives have a fitted effect of over 65% in size
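HeLa cells stably expressing A3F-eYFP plus Vif, plated and incubated overnight at 37 deg C, then exposed to compounds overnight at 37 deg C. Blocked degradation read as raised yellow fluorescence (Ex 488/Em 500-530).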
Vif-A3G inh – inhibitors of Vif-APOBEC3G interaction | HeLa A3G-eYFP + Vif (tagged APOBEC3G with the HIV-1 protein that degrades it), YFP fluorescence, overnight | Potency, µM (top dose mostly 46.1 µM), inactives show at the highest dose activity, negative = active, actives largely listed as inhibitors | 410,000 compounds, 0.076% hits;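 also: potency is read from the fitted curve at half-maximal effect; % is scaled to controls: 0 for no effect and ±100 for the full control effect; nearly all actives have a fitted effect of over 60% in size; hits raise eYFP signal because A3G escapes Vif-driven loss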
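Read-out is eYFP fluorescence (Ex 488/Em 500-530) from Vif-expressing HeLa A3G-eYFP cells; more signal means A3G escaped Vif-mediated degradation. Cells plated overnight, compound pinned in, incubated overnight at 37 deg C.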
* marks the source's active call; other numbers are inactive results; ? = inconclusive; . = not tested or not shown; & = joins results of further samples; [ ] = dose if it differs, or a comment. Unless noted, calls follow the shape of the dose curve; as a rule, active = well fitted curve in the direction sought with a large enough effect; inconclusive = small, poorly fitted or top-dose-only effect, or another doubt; inactive = no such curve, though single readings can be large; an effect the other way counts as inactive or inconclusive. Some of the compounds tested, so the mix of outcomes need not match the whole.

(1) CC(=O)c1ccc(NC(=O)/C(=C\c2ccccc2)NC(=O)/C=C/c2ccccc2)cc1
(2) O=C1c2ccccc2-c2c1cccc2C(=O)N1CCOCC1
(3) O=C(COC(=O)c1ccc(F)c(S(=O)(=O)N2CCOCC2)c1)NCCc1ccc(F)cc1
(4) CCCC(=O)Nc1ccc(C(N)=O)cc1
(5) CC(C)Cn1c(-c2nn(C)cc2Cl)n[nH]c1=S
assay / entry,1,2,3,4,5
GRP78 ERSR act,-3%,-3%,-4%,-5%,-2%
rTrxR1 inhibitor,15%[57.1 µM],?,29%,18%[11.4 µM],-17%
TrxR1 substrate,11%[57.1 µM],-17%,2%,9%,-1%
RGS4 inhibitor,8%,-8%,-4%,-24%,-38%
mIDH1 inhibitor,1%,-7%,-4%,5%,7%
LDHA inh,-4,2,-8,-7,-5
USP1-UAF1 inh,-18%,6%,-18%,-6%,-22%
Vif-APOBEC3F blk,1%,-2%,7%,-8%,-11%
Vif-A3G inh,1%,-5%,0%,-1%,1%

Compound profiles (already shown). Screens in order: GRP78 ERSR act, rTrxR1 inhibitor, TrxR1 substrate, RGS4 inhibitor, mIDH1 inhibitor, LDHA inh, USP1-UAF1 inh, Vif-APOBEC3F blk, Vif-A3G inh
Entry for `O=C(COC(=O)c1ccc(F)c(S(=O)(=O)N2CCOCC2)c1)NCCc1ccc(F)cc1` → -4%, 29%, 2%, -4%, -4%, -8, -18%, 7%, 0%
Entry for `CC(C)Cn1c(-c2nn(C)cc2Cl)n[nH]c1=S` → -2%, -17%, -1%, -38%, 7%, -5, -22%, -11%, 1%
Entry for `O=C1c2ccccc2-c2c1cccc2C(=O)N1CCOCC1` → -3%, ?, -17%, -8%, -7%, 2, 6%, -2%, -5%
Entry for `CCCC(=O)Nc1ccc(C(N)=O)cc1` → -5%, 18%[11.4 µM], 9%, -24%, 5%, -7, -6%, -8%, -1%

(cont.)
(6) Cc1cccnc1NC(=O)C1CCN(S(=O)(=O)c2ccc3ccccc3c2)CC1
(7) CCc1cccc(C)c1NC(=O)CSc1nc(C)c(C)o1
(8) COc1ccc(/C=C/c2cc(-c3ccc(C)cc3)o[n+]2C)cc1
(9) CN=C1c2ccccc2CN1c1cccc(C(=O)OC)c1
(10) COc1ccc(N2C(=O)C(CN3CCN(C)CC3)C2c2ccccc2)cc1 (stereo not drawn)
assay / entry,6,7,8,9,10
GRP78 ERSR act,-5%,-5%,-15%,-4%,-1%
rTrxR1 inhibitor,-4%,4%,?,2%[57.1 µM],18%
TrxR1 substrate,0%,-6%,7%,5%[57.1 µM],-3%
RGS4 inhibitor,4%,-3%,2%,17%,-2%[56.9 µM]
mIDH1 inhibitor,9%,0%,3%,5%,6%
LDHA inh,-1,-9&0,-2,-5,-5
USP1-UAF1 inh,-7%,-8%,-16%,-3%,-4%
Vif-APOBEC3F blk,6%,-4%,-13%,-10%,4%
Vif-A3G inh,4%,1%,-22%,1%,0%

(11) COc1ccc(S(=O)(=O)N2CCCCC2)cc1NC(=O)c1cnc(C)cn1
(12) O=C1c2ccccc2[C@@H]2C[C@@H](O)[C@H](Nc3cccc(C(F)(F)F)c3)CCN12
(13) CCCCCn1c(SCCOCC)nc2c1c(=O)[nH]c(=O)n2C
(14) COc1ccc(-c2noc(CSc3nnc(-c4ccc(Cl)cc4)n3C)n2)cc1OC
(15) O=C(CCNC(=O)c1ccc([N+](=O)[O-])cc1)NCc1cccs1
assay / entry,11,12,13,14,15
GRP78 ERSR act,-5%,-4%,-4%,2%,-2%
rTrxR1 inhibitor,22%,24%,10%[57.1 µM],12%,6%[57.1 µM]
TrxR1 substrate,9%,7%,-2%[57.1 µM],-2%,-6%[57.1 µM]
RGS4 inhibitor,-5%,-26%,18%,-22%,-19%
mIDH1 inhibitor,1%,3%,14%,0%,7%
LDHA inh,3,1,-2,-2,0
USP1-UAF1 inh,-17%,-23%,-7%,-26%,-7%
Vif-APOBEC3F blk,7%,1%,-11%,1%,4%
Vif-A3G inh,0%,3%,-6%,8%,0%

(16) Cc1cc(C(=O)Cn2nnc(-c3ccc(Cl)cc3)n2)c(C)n1CC1CCCO1 (stereo not drawn)
(17) CCCc1nc(Nc2nc3ccccc3o2)nc(C)c1C(=O)OCC
(18) O=C(Cc1ccccc1)NC1(Cc2ccc(O)cc2)CCCCC1
(19) CCOC(=O)c1ccc(C(=O)NNC(=O)C2CC=CCC2)cc1 (stereo not drawn)
(20) Cc1ccc(NCC(O)C(O)C(O)CO)c(N=Nc2ccccc2)c1C (stereo not drawn)
assay / entry,16,17,18,19,20
GRP78 ERSR act,-2%,7%,-1%,4%,0%
rTrxR1 inhibitor,15%,33%[activator],14%[57.1 µM],8%[57.1 µM],26%
TrxR1 substrate,10%,1%,0%[57.1 µM],-6%[57.1 µM],-1%
RGS4 inhibitor,-20%,11%,-11%,-2%,4%
mIDH1 inhibitor,5%,2%,0%,0%,0%
LDHA inh,-4,-2,-6,-6,2
USP1-UAF1 inh,-3%,0%,-24%,-21%,-19%
Vif-APOBEC3F blk,-2%,-7%,-6%,3%,11%
Vif-A3G inh,3%,2%,4%,3%,0%

(21) Cc1ccc(C)c(OCCn2c(C3CC(=O)N(Cc4ccc(F)cc4)C3)nc3ccccc32)c1 (stereo not drawn)
(22) COc1ccc(Cl)cc1Nc1nc(-c2sc(NC(=O)CC(C)C)nc2C)cs1
(23) N#CCCN1CCN(Cc2ccccc2)CCC1=O
(24) O=C(Nc1ccncc1)c1ccc2c(c1)S(=O)(=O)c1ccccc1C2=O
(25) CC(=O)Nc1ccc2oc(-c3cc(F)c(F)cc3Cl)nc2c1
assay / entry,21,22,23,24,25
GRP78 ERSR act,-6%,-5%,-7%&-4%,-3%,-4%
rTrxR1 inhibitor,11%,-18%,16%&8%,32%[57.1 µM],11%
TrxR1 substrate,-3%,4%,2%&-1%,6%,19%
RGS4 inhibitor,20%,-30%,-16%,-24%,27%
mIDH1 inhibitor,-3%,-12%,9%,8%,3%
LDHA inh,2,0,0,1,-4
USP1-UAF1 inh,?,-32%,-24%,-14%,-7%
Vif-APOBEC3F blk,2%,-7%,-2%,-2%,0%
Vif-A3G inh,-9%,-3%,2%&4%,-16%,1%

(26) COc1ccc(-c2csc(NC(=O)c3c(C)noc3C)n2)cc1OC
(27) COCCC(=O)N1CCC(Oc2ccc(C(=O)NCc3csc(C)n3)cc2)CC1
(28) Cc1cc(C(=O)CSc2nn3c(=O)c(C(C)(C)C)nnc3s2)c(C)n1-c1ccc(F)cc1
(29) CSc1ncccc1C(=O)NCC12CC3CC(CC(C3)C1)C2
(30) Fc1ccc(C(c2nnnn2C2CCCC2)N2CCN(Cc3ccccc3)CC2)cc1 (stereo not drawn)
assay / entry,26,27,28,29,30
GRP78 ERSR act,-1%,-2%,1%,1%,-3%
rTrxR1 inhibitor,.,7%,-29%,25%[57.1 µM],-20%
TrxR1 substrate,.,-1%,-4%,5%[57.1 µM],7%
RGS4 inhibitor,.,-25%,-38%,-8%,-4%
mIDH1 inhibitor,5%,0%,4%,-1%,2%
LDHA inh,-3,0,6,-7,-3
USP1-UAF1 inh,-8%,-15%,-18%,-18%,-15%
Vif-APOBEC3F blk,1%,-3%,1%,5%,-8%
Vif-A3G inh,-7%,1%,1%,0%,1%

(31) CC(C)(C)n1nc2c(c1NC(=O)c1ccc(F)c(F)c1)CS(=O)(=O)C2
(32) CCCCC(=O)NNC(=S)NC(=O)c1cccc([N+](=O)[O-])c1
(33) CC(=O)CCC(=O)OCC(=O)c1ccc(C(F)(F)F)cc1
(34) O=C(CC1SC(=Nc2ccccc2)N(CCCO)C1=O)Nc1ccc(Cl)cc1 (stereo not drawn)
(35) CCN1C(=O)CC(n2c(C)nc3ccccc32)C1=O (stereo not drawn)
(36) O=S1(=O)CCN2C=C(Cl)C=C(Cl)C2=N1
assay / entry,31,32,33,34,35,36
GRP78 ERSR act,-3%,-2%,-1%,-3%,-5%,-5%
rTrxR1 inhibitor,-13%,?,13%,11%[57.1 µM],2%,-14%[57.1 µM]
TrxR1 substrate,-14%,-7%,-2%,2%[57.1 µM],2%,283%[activator][57.1 µM]
RGS4 inhibitor,-5%,?,-10%,5%,27%,-22%
mIDH1 inhibitor,2%,0%,-2%,-16%,-7%,9%
LDHA inh,-3,-3,2,-6,-5,1
USP1-UAF1 inh,-9%,-13%,-11%,-8%,4%,-2%
Vif-APOBEC3F blk,-4%,-5%,-4%,-7%,.,-2%
Vif-A3G inh,-1%,3%,0%,-12%,-1%,2%
